# PhoP inhibition = PhoP-dependent GFP reporter repression – Salmonella Typhimurium, primary screen (AID 1863); hit rate 0.16% among 300,000; S. Typhimurium PhoP-regulated promoter GFP reporter, 4 h; higher % means a stronger effect; inhibition, % at 50 µM, or IC50 in µM where a hit was titrated;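 active means inhibition over 29.93%, a cutoff 3 SD above the screen mean, later confirmed by dose response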;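 further: 0% = low Mg2+ inducing control and 100% = high Mg2+ repressing control; strong numbers were not always called active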
# RSV CPE inhibition = RSV antiviral activity via CPE protection, HEp-2 cells, primary 10 µM value included (AID 2391). HEp-2 cells, RSV-induced CPE inhibition; higher % means a stronger effect. CPE inhibition, % at 10 µM, or IC50 in µM where a hit was titrated. hit rate 0.13% among 310,000; in the data active means a potency from the dose series; further: strong numbers were not always called active
# PMI inhibition = human PMI inhibitors, high substrate, primary screen, biochemical, fluorescence intensity, high mannose 6-phosphate (AID 1220) | hit rate 0.66% among 190,000 | inhibition, % at 20 µM; hits with a dose series show IC50 in µM | recombinant PMI enzyme, coupled fluorescence intensity; higher % means a stronger effect
# XIAP antagonists = small molecules displacing peptide from XIAP – biochemical, IAP family, fluorescence polarization (AID 1018); XIAP BIR domain, fluorescence polarization peptide displacement; higher % means a stronger effect; displacement, % at 20 µM; hits with a dose series show IC50 in µM; hit rate 0.007% among 200,000; in the data active means displacement above about 50%; further: a part of the inactive calls stands beside numbers as strong as those of hits
# human PMI inhibition = inhibitors of human PMI, primary screen, biochemical, fluorescence intensity, coupled assay (AID 1209) | purified PMI enzyme, coupled fluorescence intensity; higher % means a stronger effect | inhibition, % at 20 µM, or IC50 in µM where a hit was titrated | hit rate 0.42% among 190,000;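 further: plate controls were DMSO vehicle for no effect and wells lacking substrate for full effect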
# SIAH1 antagonists = Siah-1 peptide-binding antagonists, primary screen, biochemical, fluorescence polarization, rhodamine-plectin, uHTS (AID 1817); Siah-1 / rhodamine-plectin peptide fluorescence polarization; higher % means a stronger effect; one-dose displacement, % at 20 µM; IC50 in µM for titrated hits; hit rate 0.02% among 290,000;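 active means displacement of at least 50% at 20 µM, with a fluorescence ratio check between 0.3 and a set limit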;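 further: plate controls were Siah plus tracer with DMSO for no effect and tracer alone without Siah for full effect; strong numbers were not always called active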
# Myeloid diff MLP = myeloid differentiation induction. AID 624256. hit rate 1% among 360,000. calls only at 10 µM. ER-HoxA9 myeloid progenitors, lysozyme-GFP differentiation, flow cytometry;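 active means normalized GFP-positive differentiation at or above the plate's own cutoff, the solvent-only control mean plus 3 SD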;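 further: cells exposed to compound for four days before flow analysis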
# TNAP activation fold = stimulation of alkaline phosphatase TNAP activity – biochemical, luminescent, no phosphate acceptor, uHTS, primary screen (AID 1001); purified TNAP, luminescent activation assay, no phosphate acceptor; higher activation fold means a stronger effect; activation fold at 20 µM; hits with a dose series show EC50 in µM; hit rate 0.03% among 200,000; in the data active means activation fold from about 3, or a potency from the dose series; inactive means the rest, 99 in 100 with activation fold below about 1.6; further: many of its hits are not listed in these tables
# WT yeast gro inh = growth inhibition of WT yeast, mitochondrial fusion screen. hit rate 2.1% among 190,000. inhibition, % at 10 µM. mitochondrial fusion phenotypic screen, WT strain; in the data active means inhibition above about 58%; tested in S. cerevisiae
# WT yeast gro inh mutant strain = recorded beside WT yeast gro inh, whose call it bears; inhibition, %; mitochondrial fusion phenotypic screen, mutant strain inhibition
# Myeloid diff MLP GFP+ MAC1+ % = second read-out of Myeloid diff MLP, no call of its own (marks repeat the call); GFP+ MAC1+ double positive, %; measured here: differentiation confirmed by MAC1 staining
# An asterisk follows results filed as active; i = inactive; x = not tested or not shown; + = active, no number. Unless noted, no stated cut-off is given here; in the data, active means inhibition above about 50%; inactive means the rest.
SMILES,PhoP inhibition,RSV CPE inhibition,PMI inhibition,XIAP antagonists,human PMI inhibition,SIAH1 antagonists,Myeloid diff MLP,Myeloid diff MLP GFP+ MAC1+ %,TNAP activation fold,WT yeast gro inh,WT yeast gro inh mutant strain
CCN(C(=O)CN1CCN(S(=O)(=O)c2cc(Cl)ccc2Cl)CC1)c1c(N)n(Cc2ccccc2)c(=O)[nH]c1=O,1%,0.7%,0%,-4.1%,-3%,10%,i,0.1,1.1,0,-11
COc1ccccc1C1CC(=O)NC(SCC(=O)Nc2ccccc2)=C1C#N (stereo not given),5%,0.9%,11%,-3.9%,6%,-2%,i,3.6,0.8,6,-2
O=C(Nc1ccc(N2CCCCC2)c(Cl)c1)c1cccnc1,-13%,14µM*,-2%,-1.7%,-5%,2%,+,0.7*,1.1,34,48
Cc1ccc(NC(=O)Cn2nnc(C(=O)NCc3ccco3)c2N)c(C)c1,1%,1.0%,x,x,x,0%,i,2.9,x,x,x
CCOc1ccc(CN2CCN(Cc3cn(CC)nc3C)CC2CCO)cc1 (stereo not given),0%,0.2%,14%,-7.6%,16%,0%,i,0.3,1,-12,1
CNC(=O)NC(=O)COC(=O)c1n[nH]c2ccccc12,-11%,3.5%,x,x,x,20%,i,0.3,x,x,x
O=C(O)CCNc1ccc2c(c1)OCCO2,-17%,-0.6%,27%,-3.8%,36%,-5%,i,1.0,1.1,-1,9
CN1CCN(S(=O)(=O)c2cccc(C(=O)Nc3cc(C(N)=O)cc(C(N)=O)c3)c2)CC1,11%,-0.9%,x,x,x,-6%,i,2.1,x,x,x
Cc1ccccc1NC(=O)NCc1ccc2c(c1)OCO2,-10%,0.3%,10%,-1.8%,9%,2%,i,0.2,1,-5,-6
O=C(CCN1C(=O)/C(=C\c2ccccc2Cl)SC1=S)N1CCN(c2ccccc2)CC1,-8%,-1.9%,-4%,-3.8%,-3%,-4%,i,0.5,1,-7,-18
O=C(c1cc(-c2cccc(O)c2)on1)N1CCCCC1,15%,2.4%,21%,-12%,20%,-1%,i,1.3,1.1,4,-4
COc1ccc(C(=O)NCC(=O)OCc2ccc(F)cc2)cc1,2%,0.9%,10%,-4.5%,4%,7%,i,0.5,1.1,21,1
CCOc1ccc(N(CC(=O)Nc2cccc(F)c2)S(=O)(=O)c2c(C)noc2C)cc1,5%,0.7%,4%,-3.6%,10%,-1%,i,2.3,0.9,8,0
COc1ccc(NC(=O)CCCCC(=O)Nc2ccc(OC)cc2)cc1,3%,-0.3%,x,x,x,-2%,i,0.4,x,x,x
O=P(CCNCc1ccco1)(c1ccccc1)c1ccccc1,0%,0.8%,0%,-7.3%,3%,-4%,i,0.8,1,6,-1
N#C/C(=C\c1ccc[nH]1)C(=O)NC1CC1,21%,2.2%,-4%,-2.0%,-2%,-1%,i,1.0,1.1,-4,10
COCCNC(=S)N(CCCN(C)C)Cc1cc2cc3c(cc2[nH]c1=O)OCCO3,-3%,1.5%,x,x,x,4%,i,0.7,x,x,x
COc1ccc(C(C(=O)NC2CCCCC2)N(C(=O)CCl)c2ccccc2Cl)cc1 (stereo not given),5%,0.9%,2%,-4.7%,6%,9%,i,1.4,1.5,2,13
Cc1c(C(=O)OC(C)C(C)C[N+](C)(C)C)oc2ccccc12 (stereo not given),-6%,-1.0%,4%,-6.8%,2%,-2%,i,0.9,1,17,19
O=C(COC(=O)c1ccccc1Nc1cccc(C(F)(F)F)c1)NCc1ccco1,-4%,5.3%,-5%,-5.5%,15%,-2%,i,1.2,1,-6,-6
Cc1cc(C)c(S(C)(=O)=O)c(Oc2cccc(C(F)(F)F)c2)n1,-3%,3.1%,16%,-6.2%,11%,-2%,i,0.2,1.1,-6,4
COc1ccc(OC)c(Nc2cc(-c3ccccc3)nc(N)n2)c1,7%,1.2%,3%,-2.6%,2%,-6%,x,x,1,3,-1
O=C(CSc1nc2ccccc2n1S(=O)(=O)c1cccc([N+](=O)[O-])c1)NCc1cccs1,8%,0.2%,0%,-3.2%,5%,2%,i,0.8,1,15,-5
CCC(C)OC(=O)C(C)Oc1ccc(-c2ccccc2)cc1 (stereo not given),0%,1.0%,16%,-5.9%,17%,-1%,i,0.2,1,25,28
O=C(CSc1nc2ccccc2c(=O)n1CC1CCCO1)NCc1ccccc1 (stereo not given),1%,1.6%,x,x,x,5%,i,0.2,x,x,x
COc1ccc(CCNC(=O)c2ccc(CNc3c(N4CCOCC4)c(=O)c3=O)cc2)cc1OC,-12%,1.4%,9%,-5.0%,11%,-1%,i,0.7,1.1,8,10
CCOC(=O)C1CCCN(C(=O)c2cc(COc3ccc(C)nc3)on2)C1 (stereo not given),-2%,2.8%,x,x,x,1%,i,0.4,x,x,x
CC(C)CNC(=O)C1CC(=O)OC12CCCCC2 (stereo not given),-6%,-0.5%,4%,-1.4%,4%,4%,i,2.2,1,8,-6
COc1cccc(NC(=O)CN(C)C(=O)CNC(=O)c2ccccc2F)c1,-1%,-1.5%,x,x,x,6%,i,0.3,x,x,x
COc1ccc2nc(SCC(=O)c3ccco3)[nH]c2c1,-3%,4.2%,-12%,0.7%,-8%,4%,i,5.2,1.2,7,-7

# Ordered by length of the SMILES (falling): some entries from above.
SMILES,PhoP inhibition,RSV CPE inhibition,PMI inhibition,XIAP antagonists,human PMI inhibition,SIAH1 antagonists,Myeloid diff MLP,Myeloid diff MLP GFP+ MAC1+ %,TNAP activation fold,WT yeast gro inh,WT yeast gro inh mutant strain
O=C(CSc1nc2ccccc2n1S(=O)(=O)c1cccc([N+](=O)[O-])c1)NCc1cccs1,8%,0.2%,0%,-3.2%,5%,2%,i,0.8,1,15,-5
COc1ccc(CCNC(=O)c2ccc(CNc3c(N4CCOCC4)c(=O)c3=O)cc2)cc1OC,-12%,1.4%,9%,-5.0%,11%,-1%,i,0.7,1.1,8,10
O=C(CCN1C(=O)/C(=C\c2ccccc2Cl)SC1=S)N1CCN(c2ccccc2)CC1,-8%,-1.9%,-4%,-3.8%,-3%,-4%,i,0.5,1,-7,-18
COc1ccc(C(C(=O)NC2CCCCC2)N(C(=O)CCl)c2ccccc2Cl)cc1 (stereo not given),5%,0.9%,2%,-4.7%,6%,9%,i,1.4,1.5,2,13
Cc1c(C(=O)OC(C)C(C)C[N+](C)(C)C)oc2ccccc12 (stereo not given),-6%,-1.0%,4%,-6.8%,2%,-2%,i,0.9,1,17,19
COc1ccc(OC)c(Nc2cc(-c3ccccc3)nc(N)n2)c1,7%,1.2%,3%,-2.6%,2%,-6%,x,x,1,3,-1
COc1ccc2nc(SCC(=O)c3ccco3)[nH]c2c1,-3%,4.2%,-12%,0.7%,-8%,4%,i,5.2,1.2,7,-7
Cc1ccccc1NC(=O)NCc1ccc2c(c1)OCO2,-10%,0.3%,10%,-1.8%,9%,2%,i,0.2,1,-5,-6
N#C/C(=C\c1ccc[nH]1)C(=O)NC1CC1,21%,2.2%,-4%,-2.0%,-2%,-1%,i,1.0,1.1,-4,10

# More results.
SMILES,PhoP inhibition,RSV CPE inhibition,PMI inhibition,XIAP antagonists,human PMI inhibition,SIAH1 antagonists,Myeloid diff MLP,Myeloid diff MLP GFP+ MAC1+ %,TNAP activation fold,WT yeast gro inh,WT yeast gro inh mutant strain
CCN(CC)CCNc1nc2c(c(=O)[nH]c(=O)n2C)n1CCCc1ccccc1,-2%,1.3%,x,x,x,5%,i,0.4,x,x,x
O=C(Cc1ccccc1)NC(=S)Nc1ccc(N2CCCCC2)cc1,-9%,3.5%,13%,-3.1%,14%,-7%,i,1.1,1.1,5,-6
CCCn1c(SCC(=O)Nc2cc(S(=O)(=O)N(C)C)ccc2OC)n[nH]c1=O,2%,0.1%,4%,-7.2%,0%,0%,i,0.3,1.1,-12,8
O=C(c1ccc(-c2cc3ccccc3oc2=O)cc1)N1CCN(c2ccc(Cl)cc2[N+](=O)[O-])CC1,-19%,1.2%,-4%,-8.6%,3%,7%,i,0.6,1.1,28,12
O=C(CSc1n[nH]c(-c2cccnc2)n1)Nc1ccccc1,-6%,0.6%,-1%,-8.7%,0%,1%,i,1.1,1,-4,-9
COc1ccc(CC(=O)NNC(=O)c2ccc(SCc3cc(F)ccc3F)c([N+](=O)[O-])c2)cc1,17%,0.6%,-5%,0.3%,-2%,1%,i,17,1,5,0
CCn1c(SCC(=O)Nc2cc(C)ccc2C)nnc1-c1cnccn1,-2%,1.3%,-1%,-8.4%,2%,8%,i,1.7,1.1,62*,15*
CCc1nn(CC(=O)NCc2ccccc2Cl)c(=O)c2cccn12,3%,0.8%,x,x,x,-1%,i,4.8,x,x,x
Cn1cc(CN2CCCC(CNS(=O)(=O)c3cccc4cccnc34)C2)cn1 (stereo not given),12%,-1.1%,x,x,x,7%,i,3.6,x,x,x
COc1ccc(OC)c(C2NC(=O)NC(C)=C2C(=O)OCc2ccccc2)c1 (stereo not given),5%,0.5%,x,x,x,10%,i,0.2,x,x,x
O=C(Nc1ccc(NC(=O)C23CC4CC(CC(C4)C2)C3)cc1)c1cc(F)c(F)cc1Cl,-6%,0.2%,-5%,-7.6%,-4%,5%,i,0.2,1.1,4,3
COc1ccc(CC(=O)N2CCC(Nc3nc4ccccc4n3Cc3ccc(F)cc3)CC2)cc1,7%,4.1%,-2%,-2.0%,4%,20%,i,0.4,1.3,10,8
Cc1onc(-c2c(F)cccc2Cl)c1C(=O)N1C=CC(C(F)(F)Cl)=NCC1,-10%,-1.0%,0%,-2.4%,1%,4%,i,0.8,1.1,26,18
c1c2c(cc3sc(N4CCCCC4)nc13)OCCO2,-1%,11%,-15%,-4.1%,-27%,2%,i,1.0,1,17,7
O=C(CCCC(=O)NC1CCCCC1)Nc1ccc([N+](=O)[O-])cc1,-8%,2.1%,x,x,x,-2%,i,0.4,x,x,x
CCCN(C(=O)CSc1nc2ccccc2n1CC)C1CCS(=O)(=O)C1 (stereo not given),0%,-0.3%,x,x,x,0%,i,0.9,x,x,x
Cc1ccc(N2C(=S)SC3CS(=O)(=O)CC32)cc1 (stereo not given),-5%,3.6%,-1%,-5.5%,-6%,-3%,i,0.3,0.9,-15,14
CCN1CCN(Cc2c(C(=O)N/N=C(\C)c3ccc(Cl)cc3)nnn2-c2nonc2N)CC1,-1%,1.3%,x,x,x,5%,i,0.4,x,x,x
C=CCSc1nc(-c2ccccc2)c2cc(Cl)ccc2n1,8%,8.6%,17%,1.6%,16%,1%,i,0.7,1,51,35
N#Cc1c(NC(=O)CSc2nc(-c3ccco3)cc(C(F)(F)F)n2)sc2c1CCCC2,-3%,0.4%,11%,-4.3%,14%,3%,i,0.9,1.2,-16,1
CC(C)CNC(=O)CN(c1ccccc1)S(=O)(=O)c1ccccc1[N+](=O)[O-],-4%,0.7%,x,x,x,-3%,i,0.4,x,x,x
COc1cc(/C=N/NC(=O)Cc2csc(C)n2)ccc1OCC(C)C,-1%,0.7%,14%,-4.5%,11%,7%,i,0.1,1.1,1,12
Cc1nc(N)nc(Nc2ccc(C#N)cc2)c1Br,-9%,-3.2%,x,x,x,-8%,i,0.3,x,x,x
